Rtt109 HAT inh: inhibitors of C. albicans Rtt109/Vps75 HAT, primary screen, biochemical, ThioGlo CoA-SH fluorescence, plate reader | 330,000 compounds, 0.16% hits | purified Rtt109/Vps75, 4 h | inhibition, % at 34.9 µM;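 active = inhibition of at least 50% in every replicate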
Target sequence (Q5AAJ8 whole entry, looked up): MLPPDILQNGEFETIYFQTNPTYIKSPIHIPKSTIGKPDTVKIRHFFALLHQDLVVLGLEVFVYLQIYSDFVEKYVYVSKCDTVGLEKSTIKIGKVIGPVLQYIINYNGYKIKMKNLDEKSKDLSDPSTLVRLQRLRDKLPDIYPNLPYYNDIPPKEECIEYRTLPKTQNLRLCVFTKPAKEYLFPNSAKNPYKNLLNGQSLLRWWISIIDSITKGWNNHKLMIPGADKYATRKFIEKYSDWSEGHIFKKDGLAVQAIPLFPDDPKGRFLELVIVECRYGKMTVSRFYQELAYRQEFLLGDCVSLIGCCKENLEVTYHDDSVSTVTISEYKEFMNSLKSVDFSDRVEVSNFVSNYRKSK
RTF Ca sens act: cardiac RTF calcium sensitivity activators, primary screen, biochemical, IANBD-TnC fluorescence, EC20 calcium; Troponin I, cardiac muscle (Homo sapiens) + Troponin T, cardiac muscle (Homo sapiens) + …; IANBD-labeled TnC RTF fluorescence at EC20 calcium; 0% EC20 calcium, 100% full calcium; activation, % at 7.2 µM; 340,000 compounds, 0.24% hits; AID 493008, 2010;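 active = activation above the mean over all tested compounds plus 3 SD, cut at about 30% in these data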;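 also: rise in fluorescence read as greater calcium sensitivity of cardiac thin filaments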
CAL PDZ FP-1: CAL PDZ peptide-binding inhibitors, primary screen, biochemical, fluorescence polarization, Cer-tagged CAL PDZ, HTS; Golgi-associated PDZ and coiled-coil motif-containing protein (Homo sapiens), Q9HD26; purified CAL PDZ, TMR-peptide fluorescence polarization, 1 h; inhibition, % at 20 µM; 330,000 compounds, 0.02% hits; AID 504414, 2011;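 active = highest replicate inhibition of at least 40%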;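 also: plate controls were DMSO neutral control wells for no effect and unlabeled competitor peptide control wells for full effect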
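Test system: tagged CAL PDZ domain / Buffer or medium: sodium phosphate/NaCl buffer pH 7.4 with TCEP, IgG, Thesit / Reagent: TMR-labelled reporter peptide T*-PRC34 bound in PDZ groove / Compound dosing: single point, 20 µM / Schedule: 1 h incubation at room temperature before polarization reading / Technique: fluorescence polarization (mP) / Benchmarks: unlabelled peptide, DMSO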
DAGLB inh: DAGLB lipase inhibitors, primary screen, biochemical, fluorescence, HTS | Diacylglycerol lipase-beta (Homo sapiens), Q8NCG7 | HEK293T DAGLB membrane lysate, EnzChek fluorogenic substrate | inhibition, % at 5.17 µM | 340,000 compounds, 0.059% hits | AID 504411, 2011; in the data active = inhibition above about 34%;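 also: 0% = enzyme with vehicle and 100% = wells lacking enzyme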
Keap1-Nrf2 PPI: Keap1-Nrf2 protein-protein interaction inhibitors, primary screen, biochemical, fluorescence polarization, single point; Kelch-like ECH-associated protein 1 (Homo sapiens), Q14145; Keap1 Kelch-Nrf2 peptide fluorescence polarization, 1536-well; inhibition, % at 9.4 µM; 340,000 compounds, 0.15% hits; in the data active = inhibition above about 12%;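 also: human Keap1 Kelch domain with fluorescein labeled Nrf2 9mer peptide probe; 0% = neutral control wells and 100% = peptide positive control; higher means more block of Keap1 binding to Nrf2 peptide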
PKA-R2B activ: activators of PKA-R2B holoenzyme, primary screen, biochemical, fluorescence polarization, Cy5-IP20, human | cAMP-dependent protein kinase catalytic subunit beta (Homo sapiens) + cAMP-dependent … | PKA-R2B holoenzyme dissociation; R2B truncated from residue 108, S112A mutant; 0% DMSO only, 100% 113 µM cGMP | activation, % at 11.4 µM | 340,000 compounds, 0.079% hits | AID 504700, 2011;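 active = activation above a cutoff set at the mean over all compounds plus 3 SD, cut at about 18% in these data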;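 also: higher means more holoenzyme dissociation and a rise in polarization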
Target sequence (P31323 whole entry, looked up, other chains not shown, the tested form may be a part): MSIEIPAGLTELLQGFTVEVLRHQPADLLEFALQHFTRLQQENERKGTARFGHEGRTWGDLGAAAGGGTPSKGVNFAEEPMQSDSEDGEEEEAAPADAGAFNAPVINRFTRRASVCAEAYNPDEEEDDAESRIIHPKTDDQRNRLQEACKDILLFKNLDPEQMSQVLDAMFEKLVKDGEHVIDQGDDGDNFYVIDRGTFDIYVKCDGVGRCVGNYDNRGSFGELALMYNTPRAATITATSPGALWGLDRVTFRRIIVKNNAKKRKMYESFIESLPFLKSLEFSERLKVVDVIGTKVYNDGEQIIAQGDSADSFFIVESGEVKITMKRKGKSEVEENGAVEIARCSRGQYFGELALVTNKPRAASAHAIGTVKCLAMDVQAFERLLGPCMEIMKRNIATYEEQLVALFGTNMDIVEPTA
C-LANA FP: inhibitors of KSHV C-LANA binding to DNA, primary screen, biochemical, fluorescence polarization, FAM-LBS DNA, MBP-C-LANA, single point; inhibition, % at 9 µM; 340,000 compounds, 0.078% hits;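 active = highest replicate inhibition at or above 60% at 9 µM, even if other replicates fall short; inactive = all replicates below 60% inhibition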;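 also: 0% = neutral control wells and 100% = 4 µM acridine orange control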
CAL PDZ FP-2: untagged CAL PDZ binding inhibitors, primary screen, biochemical, fluorescence polarization, HTS. Golgi-associated PDZ and coiled-coil motif-containing protein (Homo sapiens), Q9HD26. purified CAL PDZ, TMR-peptide fluorescence polarization, 1 h. inhibition, % at 24.9 µM. 300,000 compounds, 0.92% hits. AID 602252, 2012;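 active = mean inhibition of at least 30% with at least half of replicates also reaching 30%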;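 also: 0% = DMSO neutral control and 100% = excess unlabeled competitor peptide PRC23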
SR-BI uptake up: activators of SR-BI mediated DiI-HDL uptake, primary screen, ldlA[mSR-BI] CHO cells, DiI fluorescence. 3 h; 100 = double the neutral-control signal. activation, % at 12.5 µM. 320,000 compounds, 0.096% hits. AID 504775, 2011;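 active = mean replicate activation of at least 60% and every replicate at or above 60%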;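 also: 0% = median plate neutral-control signal and 100% = twice that signal; values of inactives mirror those of a sister screen read the other way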
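Assay system: LDL receptor-deficient CHO ldlA cells overexpressing murine SR-BI / Medium: BSA-supplemented, HEPES-buffered Ham's F12, pH 7.4 / Probe or stimulus: DiI-labelled HDL at 10 µg/mL final / Timing: compound with DiI-HDL co-incubation, 3 h at 37 °C / Technique: bottom-read cell fluorescence after medium removal, ex 550/em 595 nm / Measure: HDL uptake via cellular fluorescence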
Cardiac RTF inh: cardiac RTF calcium sensitivity inhibitors, primary screen, biochemical, IANBD-TnC fluorescence, EC70 calcium. Troponin I, cardiac muscle (Homo sapiens) + Troponin T, cardiac muscle (Homo sapiens) + …. IANBD-labeled cardiac RTF, Ca2+ fluorescence. inhibition, % at 7.15 µM. 340,000 compounds, 0.12% hits;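 active = inhibition above the mean inhibition of all tested compounds plus 3 SD, cut at about 17% in these data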;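 also: assay run at fixed EC70 calcium of 1.6 mM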
Active calls of the source: *; nt = not tested or not shown; & = joins results of further samples. Compounds were not picked by outcome (roughly 1.6% active in at least one column).

item	structure	C-LANA FP	SR-BI uptake up	CAL PDZ FP-2	CAL PDZ FP-1	RTF Ca sens act	PKA-R2B activ	Keap1-Nrf2 PPI	Rtt109 HAT inh	Cardiac RTF inh	DAGLB inh
1	CCc1ccc(NC(=O)C2C3/C=C\CCCCC32)cc1 (centres undefined)	3.1	24	-2	-0.9	-2	-8	-7	4	-1	-4
2	COc1ccc(CCNC(=O)c2cccnc2)cc1OC	0.5	-9	-7	nt	4	3	-2	-1	-7	-2
3	CCc1cccc(CC)c1NC(=O)CSc1nc2ccc(N3C(=O)C4C(C3=O)[C@H]3C=C[C@@H]4C3)cc2s1 (some centres undefined)	0.9	-1	0	0.9	-5	-3	4	9	-18	0
4	COc1ccc2c(-c3cnc(N4CCOCC4)nc3)c(-c3ccc(S(C)(=O)=O)cc3)sc2c1	-1.7	-55	-1	-0.7	2	3	-8	-8	4	1
5	CCOc1ccccc1CN1CCNC(=O)C1CC(=O)N(C)CCc1cnn(C)c1 (centres undefined)	0.4	20	1	0.0	0	1	-4	3	-2	-2
6	Cc1[nH]c2ccc(C(=O)Nc3ccncc3)cc2c1C	-1.3	nt	0	-1.4	-3	12	-1	5	-9	-5
7	COC(=O)CN(C(=S)Nc1ccc(F)cc1)C1CC(=O)N(c2ccc(OC)cc2)C1=O (centres undefined)	-1.4	4	nt	-2.9	-1	0	1	-1	0	0
8	Cc1ccc(-c2nn(-c3ccccc3)cc2C(=O)NN2CCN(C)CC2)cc1	1.2	4	5	-2.3	3	-1	-7	0	-3	0
9	CCOC(=O)c1sc(NC(=O)COC(=O)c2ccco2)nc1C	0.0	0	-4	-1.0	6	7	3	-24	-8	-2
10	Cc1ccc(-n2c(SCc3ccc(C(=O)O)cc3)nnc2-c2ccncc2)cc1	-0.2	nt	-4	-2.1	-4	-5	-5	-5	0	-3
11	CCN1CCN(CCOc2ccccc2-c2ccccc2)CC1	-0.5	-13	nt	0.3	6	-21	0	3	-3	3
12	NCc1ccc(S(N)(=O)=O)cc1	3.1&-0.3	19&6	0&-2	-0.3&-0.5	3&9	4&13	-5&-4	7&8	-2&-7	-1&3
13	CCC1CCc2c(sc(NC(=O)CSc3nc(-c4ccco4)cc(C(F)(F)F)n3)c2C#N)C1 (centres undefined)	-0.2	-1	-3	-1.0	-4	-4	-1	-1	0	3
14	Cc1nc(/C(N)=N/OC(=O)c2c(-c3ccccc3Cl)noc2C)cs1	0.1	-11	-3	-1.4	-2	5	-2	-8	5	-7
15	COCCNC(=O)C(=O)N/N=C(\C)CC(=O)Nc1cccc(C(F)(F)F)c1	0.5	-16	nt	0.7	3	8	0	8	1	0
16	CCOc1cc(CNCC(O)c2ccccc2)cc(Cl)c1OC (centres undefined)	-0.4	-5	-1	-2.4	-5	-10	-5	nt	-13	-2
17	COc1cccc(NC(=O)C(Cc2ccccc2)n2cccc2)c1 (centres undefined)	0.5	nt	-8	-3.0	1	-2	1	10	-13	-7
18	O=C(Oc1ccc(Nc2ncnc3ccccc23)cc1)c1cccnc1	2.0	11	-5	-3.0	-1	2	-4	-3	-12	0
19	COc1ccccc1NC(=O)c1cc(-c2cc(OC)c(OC)c(OC)c2)nc2ccccc12	0.0	-55	-6	-3.1	-9	-6	1	-2	-22	-9
20	COCCn1c(Cc2ccccc2)nnc1SCC(=O)NC(C)(C)C	0.0	8	-1	nt	-1	-4	-5	-5	-3	-3

item	structure	C-LANA FP	SR-BI uptake up	CAL PDZ FP-2	CAL PDZ FP-1	RTF Ca sens act	PKA-R2B activ	Keap1-Nrf2 PPI	Rtt109 HAT inh	Cardiac RTF inh	DAGLB inh
21	Cc1nc2c(cnn2-c2ccccc2Cl)c(=O)n1-c1ccc(C(C)C)cc1	1.5	-1	17	-1.7	6	-9	3	14	6	-5
22	OCC1OC(n2cnc3c(NCc4ccccc4O)ncnc32)C(O)C1O (centres undefined)	-1.4	16	-4	-2.5	-8	-11	-2	-7	-3	3
23	COc1cc(N)c(Cl)cc1NC(=O)c1ccccc1	-0.6	-4	-1	0.5	-3	-3	-5	-1	0	0
24	CCCNC(=O)C1CCC(CNS(=O)(=O)c2cccc3nsnc23)CC1 (centres undefined)	-1.1	-2	nt	0.4	-2	-6	0	-4	-1	-3
25	O=C1CC(N2CCC(O)(c3ccc(Cl)cc3)CC2)C(=O)N1 (centres undefined)	-0.6	4	0	-1.2	-5	-3	-1	-4	0	0
26	COc1ccccc1OCC(=O)NNC(=S)NC(=O)c1ccco1	0.9	7	-2	0.6	0	-3	-1	4	1	1
27	CCC(=O)Oc1ccc(C(=O)Nc2cccc(C(=O)NC(C)(C)C)c2)cc1	0.2	-7	1	-1.9	0	-8	-2	0	-4	-1
28	COc1ccccc1C(=O)NCCC(=O)NC1CCCCCC1	-1.3	-12	nt	-0.4	-3	-6	-2	1	-7	0
29	O=C(CC1NCCNC1=O)Nc1ccc(Oc2ccccc2)cc1 (centres undefined)	-1.9	9	-1	0.0	-8	-13	-8	5	-5	0
30	COC(=O)CN1C(=O)COc2ccc(S(=O)(=O)NCc3ccc(Cl)cc3)cc21	-0.7	7	-3	-1.9	-9	-2	2	8	-1	-5
31	CCc1ccc(NC(=O)CSc2nc(=O)n(CCCN(C)C)c3c2CCC3)cc1	1.8	17	6	-2.0	0	-5	2	9	-5	2
32	O=C(c1cc(COc2ccc3ncccc3c2)on1)N1CCCCCC1	-1.8	30	-1	7.9	2	-10	0	-2	12	-2
33	Cc1c(C(=O)NCc2ccc3c(c2)OCO3)oc2ccc(S(=O)(=O)N3CCCC3)cc12	-0.4	-8	-1	-2.7	-2	0	7	-2	-3	2
34	CC(NC(=O)c1ccc(F)cc1)c1ccccc1 (centres undefined)	-1.9	5	-2	0.0	4	7	-5	-1	-6	-1
35	Cc1ccc2c(c1)C(=O)C(=O)N2CC(=O)OC(C)C	-1.0	17	-7	-0.4	1	4	-9	6	2	-2
36	CCCCNC(=S)Nc1cc([N+](=O)[O-])ccc1C	-0.3	-22	-7	-0.5	2	3	5	5	-15	3
37	CNc1nc(NCc2ccccc2)c2ccccc2n1	0.2	1	2	-5.8	2	3	-5	-17	-2	-2
38	COc1cc(NC(=O)c2ccc(OC)c([N+](=O)[O-])c2)ccc1NC(=O)c1cccs1	-1.3	-62	7	0.7	-6	1	1	4	-5	1
39	COC(=O)c1ccc2c(=O)n(-c3ccccc3)c(=S)[nH]c2c1	0.6	16	-2	-1.2	4	1	-2	7	-1	-2
40	COCCNS(=O)(=O)c1ccc(-c2ccc(Cl)cc2)cc1	7.8	10	1	-3.6	7	-1	1	11	-14	3

item	structure	C-LANA FP	SR-BI uptake up	CAL PDZ FP-2	CAL PDZ FP-1	RTF Ca sens act	PKA-R2B activ	Keap1-Nrf2 PPI	Rtt109 HAT inh	Cardiac RTF inh	DAGLB inh
41	COc1cc(C(C(=O)NCC2CCCO2)N(C(=O)Cn2nnc3ccccc32)c2ccc(C(C)=O)cc2)ccc1O (centres undefined)	-0.7	nt	-1	0.0	-2	3	3	-13	-7	-1
42	CC(=O)Nc1ccc(OCC(O)Cn2c3ccccc3c3ccccc32)cc1 (centres undefined)	-0.6	-8	-3	-2.4	-3	-1	1	1	-6	5
43	COC(=O)c1c(NC(=O)CN2CCC3(O)CCCCC3C2c2ccccc2OC)sc(C)c1C (centres undefined)	-0.6	-2	-5	-0.7	4	-2	-5	-6	-6	-5
44	Cc1cc(C)c(C#N)c(SCCN2CCOCC2)n1	-1.4	-15	-5	-1.7	1	0	4	-5	1	-2
45	CCc1cc2c(C)cc(C)cc2nc1SCC(=O)Nc1cc(C)on1	-1.9	-51	1	0.5	5	-2	-2	3	-12	-1
46	COc1ccc(C(=O)NNC(=O)CNC(=O)C2CCCCC2)cc1	0.9	-8	5	-0.5	9	0	-4	5	0	2
47	CC(C)C[C@@H](C(=O)N[C@@H](C(=O)O)c1ccccc1)N1C(=O)N2CCc3c([nH]c4ccccc34)[C@@]2(C)C1=O	1.8	0	4	0.6	4	-6	3	18	5	5
48	CCOC(=O)c1c(-c2ccsc2)csc1N	-0.6	-2	-2	0.5	-1	-2	1	-6	-1	2
49	CC(=O)OC(C)(C)C1Cc2cc3ccc(=O)oc3cc2O1 (centres undefined)	0.0	-2	1	1.0	-2	-10	-3	-6	-7	1
50	COc1ccccc1CNC(=O)CSc1nc(C)cs1	-0.2	-5	nt	-1.3	3	0	-6	-11	-7	-3

Full records, looked up by structure:
`CCC(=O)Oc1ccc(C(=O)Nc2cccc(C(=O)NC(C)(C)C)c2)cc1` in the list: C-LANA FP = 0.2; SR-BI uptake up = -7; CAL PDZ FP-2 = 1; CAL PDZ FP-1 = -1.9; RTF Ca sens act = 0; PKA-R2B activ = -8; Keap1-Nrf2 PPI = -2; Rtt109 HAT inh = 0; Cardiac RTF inh = -4; DAGLB inh = -1
`CCOC(=O)c1c(-c2ccsc2)csc1N` in the list: C-LANA FP = -0.6; SR-BI uptake up = -2; CAL PDZ FP-2 = -2; CAL PDZ FP-1 = 0.5; RTF Ca sens act = -1; PKA-R2B activ = -2; Keap1-Nrf2 PPI = 1; Rtt109 HAT inh = -6; Cardiac RTF inh = -1; DAGLB inh = 2
